# Compound activity from PubChem.
# ARFGAP1 inhibitor: inhibitors of rat ARFGAP1 GAP activity, primary screen, biochemical, fluorescence polarization, GDP tracer | Arfgap1-stimulated ARF1 GTP hydrolysis, GDP FP detection | inhibition, % at 16.5 µM | actives 0.26% (n = 360,000);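 active = inhibition above a per-plate limit, mean inhibition of low control wells plus 3 SD, cut at about 25% in these data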;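 note: 0% = DMSO wells with enzyme and 100% = wells lacking Arfgap1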
#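 Material: rat Arfgap1 GAP domain (His6, aa 1-136), purified enzyme. Also added: human ARF1(Δ1-17)-GTP substrate. Compound dosing: 16.5 µM single point, 1.26% DMSO. Timing: enzyme reaction 120 min at 25 °C after 20 min preincubation. Signal: GDP detection by fluorescence polarization. Read-out basis: percent inhibition of GAP-stimulated GDP formation, scaled between DMSO and no-Arfgap1 medians.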
# ASAP1 GAP inh: inhibitors of human ASAP1 ArfGAP activity, primary screen, biochemical, fluorescence polarization; Arf-GAP with SH3 domain, ANK repeat and PH domain-containing protein 1 (Homo sapiens), …; ASAP1-stimulated ARF1 GTP hydrolysis, GDP FP detection; inhibition, % at 16.5 µM; actives 0.19% (n = 360,000); in the data active = inhibition above about 25%;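 note: 0% = vehicle with enzyme and substrate and 100% = no enzyme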
# PLCb3 inh: human PLC-beta3 inhibitors, primary screen, biochemical, fluorescence; inhibition, % at 12.2 µM; actives 0.18% (n = 370,000); 1-phosphatidylinositol 4,5-bisphosphate phosphodiesterase beta-3 (Homo sapiens), Q01970; Purified PLC-beta3, fluorogenic substrate; in the data active = inhibition above about 11%;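 note: 0% = median of compound wells on plate and 100% = full blocker control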
# KLK7 zymogen act: proKLK7 zymogen activators, primary screen, biochemical, fluorescence intensity; purified proKLK7, EDANS-DABCYL substrate fluorescence; 100% is mature enzyme control, 0% vehicle; actives 0.9% (n = 370,000); activation, % at 7 µM; AID 652039, 2013; Kallikrein-7 (Homo sapiens), P49862;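 active = activation above the mean of all tested compounds plus 3 SD, computed per campaign excluding outliers beyond control limits, cut at about 13% in these data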
# UHRF1 MBD2 ctr: UHRF1 methylated DNA binding inhibitors, primary screen, counter-screen for MBD2 inhibitor project, biochemical, TR-FRET, human UHRF1, single concentration; actives 0.75% (n = 370,000); UHRF1 binding to methylated oligo; inhibition, % at 4.4 µM; E3 ubiquitin-protein ligase UHRF1 (Homo sapiens), Q96T88; AID 687016, 2013; in the data active = inhibition above about 21%;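 note: UHRF1 SRA domain binding a hemimethylated CpG hairpin DNA probe; 0% = median of test compound wells and 100% = reference inhibitor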
# sPLA2-III inh: human group III sPLA2 inhibitors, primary screen, biochemical, QFRET, BODIPY PC-A2 liposome substrate. Group 3 secretory phospholipase A2 (Homo sapiens), Q9NZ20. QFRET BODIPY PC-A2 liposome hydrolysis, fluorescence. inhibition, % at 12.2 µM. actives 0.56% (n = 370,000). AID 743126, 2013;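 active = inhibition above mean plus 3 SD of compounds lying within the high and low control bounds, cut at about 19% in these data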;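 note: 0% = median of test compound wells and 100% = no enzyme DMSO wells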
# Tn7 DDE FP: inhibitors of Tn7 peptide binding to fibrin DD(E), primary screen, biochemical, fluorescence polarization, human fibrin, Tn7 probe. Fibrinogen beta chain (Homo sapiens), P02675. FP displacement of FITC-Tn7 peptide from fibrin DD(E); 0% = median of compound wells per plate. inhibition, % at 8.3 µM. actives 0.13% (n = 370,000);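 active = inhibition above the mean of compounds falling within the control limits plus 3 SD of them, cut at about 14% in these data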;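 note: 0% = plate median of compound wells and 100% = 10 µM Aha-Tn7 peptide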
#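 Assay system: human fibrin DD(E) protein / Input: 2 µM fibrin DD(E) / Benchmarks: high control of 10 µM Aha-Tn7 peptide / Measured by: fluorescence polarization of the labelled Tn7 tracer / Medium: Tris buffer with calcium and detergent, pH 7.8 / Timing: 10 min compound pre-incubation, 3 h probe incubation at room temperature / Repeats: one replicate per compound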
# Rev-erbA mod: modulators of Rev-erb alpha DNA binding, primary screen, biochemical, FITC-DNA, fluorescence polarization, uHTS; Rev-erbα–FITC-DNA binding, 90 min; activity, % at 10 µM; actives 0.79% (n = 370,000);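 active = activity above about 14%, limit read from the data; passing the limit was not always enough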;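 note: 0% = DMSO wells with 35 nM protein and 100% = DMSO wells with 750 nM protein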
# DDE Tn6 FP inh: inhibitors of Tn6 peptide binding to fibrin DD(E), primary screen, biochemical, fluorescence polarization, human fibrin, Tn6 probe; Fibrin DD(E) TRITC-Tn6 fluorescence polarization displacement; Fibrinogen beta chain (Homo sapiens), P02675; actives 0.21% (n = 370,000); inhibition, % at 8.3 µM; AID 720509, 2013;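 active = inhibition above a per-campaign cutoff: mean of compounds within control limits plus 3 SD, cut at about 15% in these data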;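 note: 0% = median of all compound wells on the plate and 100% = blocking peptide control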
# PLC-gamma1 inh: PLC-gamma1 enzyme inhibitors, primary screen, biochemical, fluorescence, purified enzyme | fluorogenic substrate | inhibition, % at 12.2 µM | actives 0.84% (n = 370,000); in the data active = inhibition above about 9.5%
# Target sequence (P19174 whole entry, looked up): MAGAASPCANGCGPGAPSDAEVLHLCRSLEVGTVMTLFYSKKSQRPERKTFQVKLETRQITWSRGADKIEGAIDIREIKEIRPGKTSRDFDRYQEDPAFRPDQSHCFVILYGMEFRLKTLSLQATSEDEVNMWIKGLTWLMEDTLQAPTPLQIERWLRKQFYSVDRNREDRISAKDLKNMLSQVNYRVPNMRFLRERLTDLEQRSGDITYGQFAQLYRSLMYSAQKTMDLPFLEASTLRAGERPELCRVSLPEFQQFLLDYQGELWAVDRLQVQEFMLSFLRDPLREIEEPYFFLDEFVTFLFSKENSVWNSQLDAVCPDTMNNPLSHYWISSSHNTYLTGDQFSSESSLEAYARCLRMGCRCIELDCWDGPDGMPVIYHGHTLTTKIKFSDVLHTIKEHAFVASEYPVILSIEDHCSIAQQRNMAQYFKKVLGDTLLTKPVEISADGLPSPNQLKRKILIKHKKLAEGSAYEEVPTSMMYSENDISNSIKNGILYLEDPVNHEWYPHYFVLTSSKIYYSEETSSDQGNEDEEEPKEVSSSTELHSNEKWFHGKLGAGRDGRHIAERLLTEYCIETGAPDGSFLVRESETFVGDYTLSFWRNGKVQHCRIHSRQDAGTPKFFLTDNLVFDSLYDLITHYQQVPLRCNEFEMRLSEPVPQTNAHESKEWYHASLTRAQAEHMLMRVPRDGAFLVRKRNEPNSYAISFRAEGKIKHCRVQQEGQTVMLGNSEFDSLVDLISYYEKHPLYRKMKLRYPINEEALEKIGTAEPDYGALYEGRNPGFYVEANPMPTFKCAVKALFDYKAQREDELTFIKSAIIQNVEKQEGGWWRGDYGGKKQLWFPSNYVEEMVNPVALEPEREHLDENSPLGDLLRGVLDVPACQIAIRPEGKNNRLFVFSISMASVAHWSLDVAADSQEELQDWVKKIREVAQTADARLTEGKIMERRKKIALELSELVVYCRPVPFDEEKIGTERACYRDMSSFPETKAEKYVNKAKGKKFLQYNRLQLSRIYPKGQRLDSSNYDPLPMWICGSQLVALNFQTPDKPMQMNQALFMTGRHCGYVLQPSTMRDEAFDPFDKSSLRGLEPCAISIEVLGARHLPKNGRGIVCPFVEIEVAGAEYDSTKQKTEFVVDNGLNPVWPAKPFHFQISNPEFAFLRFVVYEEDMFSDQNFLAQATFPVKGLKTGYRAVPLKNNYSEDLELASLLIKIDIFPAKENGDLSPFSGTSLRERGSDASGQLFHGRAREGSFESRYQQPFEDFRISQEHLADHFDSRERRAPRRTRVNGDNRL
# Starred values were filed as active, the others as inactive.
[1] O=C(O)C[C@H]1c2cc(C(F)(F)F)ccc2S(=O)(=O)N1C1CCCC1
[2] O=C1OC(Nc2ccc(F)c([N+](=O)[O-])c2)c2ccccc21 (stereo not drawn)
[3] CCN(CC(=O)Nc1cccc(OC)c1)C(=O)c1ccco1
[4] COc1ccc([C@H]2N[C@]3(CCCN(Cc4ccc(F)cc4)C3=O)[C@H]3C(=O)N(C)C(=O)[C@@H]23)cc1
[5] O=C(NC1C2CC3CC(C2)CC1C3)C1CCCCC1 (stereo not drawn)
[6] CN(C)S(=O)(=O)c1cccc(NC(=O)c2ccc(N3CCOCC3)c([N+](=O)[O-])c2)c1
[7] COc1ccc(N2C(=O)C(CC(=O)Nc3ccc(F)cc3)N(CCc3ccc(OC)c(OC)c3)C2=O)cc1 (stereo not drawn)
[8] O=S(=O)(Nc1cc(Cl)ccn1)c1ccc(Cl)cc1

screen / no.,1,2,3,4,5,6,7,8
ARFGAP1 inhibitor,-3,4,-3,-2,7,-9,9,10
ASAP1 GAP inh,10,-3,0,2,7,4,13,-8
PLCb3 inh,3,-5,-10,-3,1,6,1,-7
KLK7 zymogen act,-0.4,-0.1,0.9,-0.3,-0.8,0.2,-0.2,0.2
UHRF1 MBD2 ctr,-1,-2,0,2,5,-1,0,6
sPLA2-III inh,4,1,11,10,10,-6,-29,-13
Tn7 DDE FP,1,-2,11,3,1,6,5,-3
Rev-erbA mod,1,-2,3,0,3,8,-6,-3
DDE Tn6 FP inh,-4,6,-2,0,-1,2,-2,-1
PLC-gamma1 inh,3,4,-2,-2,16*,3,-1,-2

[9] O=C(COc1ccccc1)NC(=S)Nc1cccc2cc(O)ccc12
[10] Cc1noc(COc2ccccc2OCC(O)CNC(C)(C)C)n1 (stereo not drawn)
[11] CCN(C(=O)COC(=O)c1ccccc1Nc1cccc(C)c1C)C1CCS(=O)(=O)C1 (stereo not drawn)
[12] CSc1nc2nc3c(c(=O)n2[nH]1)CCCC3
[13] CC1CCCCN1CC(=O)c1c[nH]c2ccccc12 (stereo not drawn)
[14] COc1ccc(/C=C/C(=O)OCC(=O)NCCNC(=O)COC(=O)/C=C/c2ccc(OC)cc2)cc1
[15] CCOC(=O)c1cc(NC(=O)Nc2nc3ccccc3s2)c(C)nc1C
[16] CCc1nc2ccc(C(=O)NCc3ccc4c(c3)OCO4)cn2c1N(C)C(=O)Cc1ccccc1

screen / no.,9,10,11,12,13,14,15,16
ARFGAP1 inhibitor,13,-7,7,6,7,-11,1,7
ASAP1 GAP inh,6,8,-8,10,6,-2,9,5
PLCb3 inh,-12,1,-8,2,-12,-6,-2,-2
KLK7 zymogen act,1.2,0.4,0.0,0.0,0.0,-0.6,0.4,0.2
UHRF1 MBD2 ctr,1,5,7,-1,1,4,-1,-1
sPLA2-III inh,-16,2,-4,-1,5,3,7,11
Tn7 DDE FP,4,-5,0,-2,-1,-1,3,6
Rev-erbA mod,3,7,1,6,-1,-1,-14,1
DDE Tn6 FP inh,-7,7,0,5,4,0,6,2
PLC-gamma1 inh,-5,4,-3,-2,-4,0,0,-3

[17] O=C(NCc1cn(-c2ccccc2)nc1-c1ccc(F)cc1)c1cccc([N+](=O)[O-])c1
[18] C/C(=C(\C#N)C(=O)NCc1ccccc1)N(C)C
[19] CCOC(=O)c1oc2ccc(Br)cc2c1NC(=O)CN1CCN(C)CC1
[20] Cc1nc(NC(=O)COC(=O)CCC(=O)c2cccs2)c(Cl)cc1Cl
[21] CC(C)N(CCCNC(=O)Cn1ncc2c([nH]c3ccccc32)c1=O)Cc1ccccc1
[22] COc1ccc(-c2c(C(=O)c3ccccc3)[nH]c(N)c2C(=O)NCc2ccccc2)cc1OC
[23] COc1ccccc1Nc1nc(N)nc(CN2CCN(c3ccccc3)CC2)n1
[24] C(=N\n1cnnc1)/c1cn(Cc2ccccc2)c2ccccc12

screen / no.,17,18,19,20,21,22,23,24
ARFGAP1 inhibitor,3,-5,-6,-7,-4,0,-3,-2
ASAP1 GAP inh,-4,-11,-2,5,-4,8,0,-5
PLCb3 inh,6,2,1,-5,-5,-23,1,7
KLK7 zymogen act,0.5,-0.1,0.4,0.1,-0.5,1.2,0.2,0.6
UHRF1 MBD2 ctr,-4,-2,-3,1,3,-3,-2,-2
sPLA2-III inh,-8,1,-12,2,6,9,-4,-16
Tn7 DDE FP,-7,3,-3,2,-2,1,1,2
Rev-erbA mod,-3,1,1,2,2,-4,0,-1
DDE Tn6 FP inh,-12,4,-3,4,-11,2,0,-2
PLC-gamma1 inh,2,0,0,-5,4,-2,2,2

# Single entries from the entries so far:
# compound 18 in DDE Tn6 FP inh shows 4
# compound 20 in sPLA2-III inh shows 2

# (list continues)
[25] Cc1cc(C(=O)COC(=O)C2=NNC(=O)CC2)c(C)n1-c1cccc(C(F)(F)F)c1
[26] Cc1ccc(N2C(=O)C3ON(c4ccccc4)C(CC(C)C)C3C2=O)cc1 (stereo not drawn)
[27] Cc1cccc(Oc2ncnc(N)c2[N+](=O)[O-])c1
[28] CCC(=NCc1ccccc1)C1=C(O)C(C(=O)OC)C(C)(C)CC1=O (stereo not drawn)
[29] COc1ccc(CN2C(=O)c3cccnc3C2Nc2cc(Cl)c(OC)cc2OC)cc1 (stereo not drawn)
[30] CCOC(=O)c1c(N)c(C#N)c2n1CCCC2
[31] CSc1cccc(NC(=O)CN(C)S(=O)(=O)c2cnc[nH]2)c1
[32] O=C(CCCCCn1c(=O)[nH]c2ccccc2c1=O)NCCCN1CCN(c2ccccc2F)CC1

screen / no.,25,26,27,28,29,30,31,32
ARFGAP1 inhibitor,-2,5,6,-1,7,8,0,4
ASAP1 GAP inh,1,-3,-7,2,-4,-7,-1,8
PLCb3 inh,0,-1,7,-2,-1,-7,-4,2
KLK7 zymogen act,0.1,2.4,0.1,-0.1,-0.5,-0.2,-0.6,-0.4
UHRF1 MBD2 ctr,9,-1,-3,-1,-4,0,0,5
sPLA2-III inh,-2,-1,1,2,1,3,-7,-11
Tn7 DDE FP,-10,-6,-5,4,1,-4,-3,5
Rev-erbA mod,0,-5,-3,1,3,-5,1,0
DDE Tn6 FP inh,-4,-7,0,2,-3,-5,7,-9
PLC-gamma1 inh,-2,3,8,-3,-1,-4,-3,3

# Looked up by compound from the list above (five):
[29] COc1ccc(CN2C(=O)c3cccnc3C2Nc2cc(Cl)c(OC)cc2OC)cc1 (stereo not drawn)
[32] O=C(CCCCCn1c(=O)[nH]c2ccccc2c1=O)NCCCN1CCN(c2ccccc2F)CC1
[25] Cc1cc(C(=O)COC(=O)C2=NNC(=O)CC2)c(C)n1-c1cccc(C(F)(F)F)c1
[27] Cc1cccc(Oc2ncnc(N)c2[N+](=O)[O-])c1
[26] Cc1ccc(N2C(=O)C3ON(c4ccccc4)C(CC(C)C)C3C2=O)cc1 (stereo not drawn)

screen / no.,29,32,25,27,26
ARFGAP1 inhibitor,7,4,-2,6,5
ASAP1 GAP inh,-4,8,1,-7,-3
PLCb3 inh,-1,2,0,7,-1
KLK7 zymogen act,-0.5,-0.4,0.1,0.1,2.4
UHRF1 MBD2 ctr,-4,5,9,-3,-1
sPLA2-III inh,1,-11,-2,1,-1
Tn7 DDE FP,1,5,-10,-5,-6
Rev-erbA mod,3,0,0,-3,-5
DDE Tn6 FP inh,-3,-9,-4,0,-7
PLC-gamma1 inh,-1,3,-2,8,3

# Additional structures follow:
[33] NC(=O)COC(=O)c1cccc(S(=O)(=O)N2CCN(c3ccccc3)CC2)c1
[34] CCOc1ccc2nc(NC(=O)CN3CCC(n4nnc5cc(C(F)(F)F)ccc54)CC3)sc2c1
[35] CCCCNC(=O)C[C@@H]1C[C@@]2(C(=O)OC)CC(C)(C)CC=C2N(Cc2ccc3c(c2)OCO3)C1=O
[36] C=CCN1C=CC=C/C1=C1\SC(=S)N(C)C1=O
[37] COC(=O)Cn1nnc2c(cnn2-c2ccccc2)c1=O
[38] CCN(CC)CCN(C)C(c1cc2ccccc2o1)c1nnnn1C(C)(C)C (stereo not drawn)
[39] C/C(=N\NC(=O)c1cc(Br)ccc1O)c1cccs1
[40] COc1ccccc1-c1nnc(SCC(=O)Nc2c(Cl)cccc2Cl)o1

screen / no.,33,34,35,36,37,38,39,40
ARFGAP1 inhibitor,-8,2,3,1,-1,-7,-7,-2
ASAP1 GAP inh,4,-8,11,12,3,-2,-13,6
PLCb3 inh,1,-1,6,3,-22,-1,-47,1
KLK7 zymogen act,0.3,-0.5,0.7,0.1,0.6,-0.5,0.1,-0.1
UHRF1 MBD2 ctr,1,1,0,-3,-1,-2,-1,1
sPLA2-III inh,1,6,-2,2,6,-2,0,-12
Tn7 DDE FP,4,-1,-4,-2,7,-2,5,-5
Rev-erbA mod,1,-2,3,3,-4,1,4,5
DDE Tn6 FP inh,2,4,4,-5,-4,-2,3,4
PLC-gamma1 inh,2,4,7,2,-14,-3,-39,-2

[41] O=C(CSc1nc2ccccc2c(=O)n1-c1cccc(C(F)(F)F)c1)NC1CC1
[42] CN(CC(=O)Nc1ccc(Cl)c(S(=O)(=O)N(C)C)c1)Cc1ccccc1
[43] COc1cc(OC)c(C=Cc2ccncn2)c(OC)c1
[44] CCOC(=S)N/C(=N\S(=O)(=O)c1ccccc1)c1ccccc1
[45] CC1=Nc2ccccc2N=C(NC(=O)CSC(=S)N2CCN(C)CC2)C1c1ccccc1 (stereo not drawn)
[46] O=C1CC(c2ccc(F)cc2)CC(O)=C1C1NCCc2ccccc21 (stereo not drawn)
[47] CCOC(=O)C1(C)CCN1C(=O)/C=C/c1ccccc1 (stereo not drawn)

screen / no.,41,42,43,44,45,46,47
ARFGAP1 inhibitor,-8,-5,0,-6,-15,5,3
ASAP1 GAP inh,5,12,-6,-1,5,2,-1
PLCb3 inh,3,-9,-248,-1,2,0,3
KLK7 zymogen act,0.1,0.4,1.5,0.0,0.4,0.1,0.1
UHRF1 MBD2 ctr,1,4,-2,-1,6,-9,-3
sPLA2-III inh,-1,-5,-2,11,-1,-2,-5
Tn7 DDE FP,-4,9,1,-1,0,-6,-5
Rev-erbA mod,-8,4,-2,0,5,0,-2
DDE Tn6 FP inh,2,-3,-5,-4,-2,11,-1
PLC-gamma1 inh,3,1,-205,2,8,1,-1
